BRCT PPI green – blocks human BRCA1 BRCT binding to phosphopeptide, green readout; BRCA1 BRCT-phosphopeptide binding, green fluorescence polarization; 75,000 tested, 0.05% active; Potency, µM (top dose mostly 76.9 µM), inactives show top-dose activity change, negative = inhibition, hits mostly inhibitors; P38398;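 note: potency is the fitted concentration of half-maximal effect; plate controls were peptide without protein for full effect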
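Compounds were incubated for 12 min at room temperature with a complex of 100 nM fluorescein-tagged pBACH1 decapeptide and 250 nM His-tagged BRCT protein. Buffer was phosphate pH 7.3 with EDTA, DTT and Tween 20. Disruption of binding lowers the polarization signal.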
DNA Pol III inh – inhibitors of bacterial DNA polymerase III holoenzyme; Potency, µM (highest dose often 57.1 µM), without a hit: at the top dose activity change, negative = inhibition; 71,000 tested, 0.25% active; reconstituted DNA polymerase III holoenzyme replication, biochemical; note: potency is the fitted concentration of half-maximal effect; % is set by controls: 0 for no effect and ±100 for the full control effect
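Reconstituted *E. coli* holoenzyme (0.35 nM Pol III, 1 nM beta, 154 nM SSB, 2 nM primase) was preincubated with compound for 15 min at RT. Synthesis on 1.4 nM ssM13Gori ran 35 min, then was stopped with PicoGreen/EDTA and read as dsDNA fluorescence.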
Hsp90 Hop PPI – changes Hsp90-Hop TPR2A binding signal, up or down; AlphaScreen TPR2A-His6 binding biotin-Hsp90 C-terminal peptide; Potency, µM (doses to about 57 µM), without a hit: at the top dose activity change, negative = inhibition; AID 595; 71,000 tested, 0.44% active; active = well fitted curve in either direction with a large enough effect; inconclusive = small, poorly fitted or top-dose-only effect, or another doubt; note: potency is the fitted concentration of half-maximal effect; % is set by controls: 0 for no effect and ±100 for the full control effect; many of its hits are not listed in these tables
GFP derepression – epigenetic modulators derepressing GFP locus in mouse cells | Potency, µM (doses to about 46.1 µM), inactives show at the highest dose GFP derepression (activation) | AID 597 | mouse C127i GFP locus derepression, cytometry, 30 h | 68,000 tested, 0.09% active; note: % of control where 0% means no effect
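Derepression screen: silenced CMV-GFP reporter in murine C127i cells, 30 h compound incubation at 37 C, washed cells imaged by laser-scanning cytometer to enumerate GFP-expressing objects of 20 to 120 um.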
HADH2 inh – blocks human hydroxyacyl-CoA dehydrogenase type II. recombinant HADH2, NADH fluorescence, beta-hydroxybutyryl-CoA. Potency, µM (highest dose often 57.1 µM), for the others: at the top dose activity change, negative = inhibition, actives largely listed as inhibitors. Q99714. 73,000 tested, 3.4% active. AID 886; note: potency is the fitted concentration of half-maximal effect; % is set by controls: 0 for no effect and ±100 for the full control effect; nearly all actives have a fitted effect of over 60% in size; many of its hits are not listed in these tables
Target sequence (Q99714 whole entry, looked up, one chain of several): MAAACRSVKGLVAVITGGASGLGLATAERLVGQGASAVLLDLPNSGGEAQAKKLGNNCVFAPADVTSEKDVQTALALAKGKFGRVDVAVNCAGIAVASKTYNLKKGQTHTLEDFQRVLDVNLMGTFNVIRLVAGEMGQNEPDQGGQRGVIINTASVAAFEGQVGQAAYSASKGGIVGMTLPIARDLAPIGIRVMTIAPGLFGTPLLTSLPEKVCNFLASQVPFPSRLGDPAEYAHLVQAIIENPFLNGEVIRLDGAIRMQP
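20 nM HADH2 + cpd, 15 min RT; add 1 mM NAD+/90 uM beta-hydroxybutyryl-CoA; kinetic fluorescence 360/450 nm, 4 min. Tris-HCl pH 9.0, 0.01% Tween-20.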
CRE Fsk mod – alters forskolin-stimulated CRE reporter signaling in CHO cells. 71,000 tested, 2.5% active. CHO CRE-bla reporter (cAMP response element driving beta-lactamase), forskolin EC10, beta-lactamase ratio. Potency, µM (doses to about 38.2 µM), for inactives: top-dose activity change, negative = inhibition, most hits filed as activators. AID 662; active = well fitted activation curve with a large enough effect in the signal ratio, with a control signal flat, not every such curve was filed as active; inconclusive = small, poorly fitted or top-dose-only effect, or effect the other way, or a change in a side signal; the % refers to the signal ratio; note: potency is the fitted concentration of half-maximal effect; % of control where 0% means no effect
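CRE-bla CHO reporter cells treated with compound titration plus EC10 NKH 477 (water-soluble forskolin), incubated 3 h at 37 °C; CCF4 loading 2 h at room temperature, 460/530 nm emission ratio read, AC50 values derived for positive or negative modulators.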
USP2a inhib – inhibitors of human ubiquitin-specific protease USP2a; USP2a enzymatic assay, qHTS inhibition; Potency, µM (titrated, usually from 38.3 µM), for inactives: at the highest dose activity change, negative = inhibition, actives largely listed as inhibitors; 60,000 tested, 0.1% active; AID 927;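 note: potency is the fitted concentration of half-maximal effect; nearly all actives have a fitted effect of over 60% in size; plate controls were DMSO for no effect and NEM full inhibition control for full effect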
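USP2 core (20 nM final) was preincubated with compound for 30 min at RT in 20 mM Tris-HCl pH 8.0, 2 mM CaCl2, 2 mM beta-mercaptoethanol; Ub-PLA2 (20 nM) plus NBD C6-HPC (20 uM) then added, fluorescence read after 2.5 h.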
Ub-GFP proteasome – proteasome inhibitors stabilizing ubiquitin-GFP reporter | Ubiquitin-GFP reporter cells, proteasome inhibition, GFP fluorescence; response scale: untreated = 0%, 10 µM MG-132 = 100% | Potency, µM (series often up to 45.9 µM), for inactives: top-dose activation (GFP accumulation), usual class: activators | 67,000 tested, under 10 active; active = well fitted activation curve with a large enough effect, not every such curve was filed as active; inconclusive = small, poorly fitted or top-dose-only effect, or another doubt; inactive = no such curve, though single readings can be large or run the other way; note: potency is the fitted concentration of half-maximal effect
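U2OS cells stably expressing ubiquitin(G76V)-GFP, seeded overnight in 0.5% FBS medium, were exposed to compounds (qHTS, 46 uM to 2.9 nM) for 4 hr at 37 °C. GFP-positive cells were counted by laser cytometry (488 ex/515 em), normalized between basal and 10 uM MG-132.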
15-hLO inh – inhibitors of human 15-lipoxygenase (ALOX15); P16050; 74,000 tested, 1.4% active; purified 15hLO-1, xylenol orange hydroperoxide absorbance; Potency, µM (doses to about 57.1 µM), for the others: top-dose activity change, negative = inhibition, hits mostly inhibitors; AID 887; note: potency is the fitted concentration of half-maximal effect; % is set by controls: 0 for no effect and ±100 for the full control effect; nearly all actives have a fitted effect of over 55% in size
Target sequence (P16050 whole entry, looked up): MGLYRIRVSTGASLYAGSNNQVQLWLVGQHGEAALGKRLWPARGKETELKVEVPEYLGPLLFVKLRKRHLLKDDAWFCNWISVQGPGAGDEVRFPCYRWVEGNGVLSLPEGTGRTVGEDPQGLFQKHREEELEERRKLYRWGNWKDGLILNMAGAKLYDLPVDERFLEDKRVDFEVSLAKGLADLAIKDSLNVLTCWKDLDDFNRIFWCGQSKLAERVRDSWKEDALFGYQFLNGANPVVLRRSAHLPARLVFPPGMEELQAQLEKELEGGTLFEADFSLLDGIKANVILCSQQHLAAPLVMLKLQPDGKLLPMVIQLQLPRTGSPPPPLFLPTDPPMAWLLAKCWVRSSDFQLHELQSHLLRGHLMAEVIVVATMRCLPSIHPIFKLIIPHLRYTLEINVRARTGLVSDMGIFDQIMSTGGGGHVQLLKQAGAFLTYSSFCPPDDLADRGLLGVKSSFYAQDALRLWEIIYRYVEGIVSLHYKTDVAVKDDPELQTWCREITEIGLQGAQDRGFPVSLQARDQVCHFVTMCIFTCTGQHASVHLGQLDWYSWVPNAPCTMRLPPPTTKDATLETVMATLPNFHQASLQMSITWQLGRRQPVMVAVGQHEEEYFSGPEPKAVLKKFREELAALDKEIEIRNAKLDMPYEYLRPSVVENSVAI
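Quantitative HTS in 25 mM Hepes pH 7.5 containing 0.01% Triton X-100: human 15hLO-1 at 40 nM, arachidonic acid at 50 uM, 6 min turnover. Product quantified via ferrous oxidation/xylenol orange, 573:405 nm absorbance ratio.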
BRCT PPI red – BRCT-phosphoprotein interaction inhibition (red fluorophore). BRCT-phosphopeptide binding, red fluorescence polarization. 75,000 tested, 0.03% active. Potency, µM (titrated, usually from 76.9 µM), without a hit: top-dose activity change, negative = inhibition, most hits filed as inhibitors; note: % is set by controls: 0 for no effect and ±100 for the full control effect
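Rhodamine-labelled pBACH1 10-mer (100 nM) bound to BRCT domain (100 nM) at pH 7.3; compounds incubated 12 min room temperature, polarization read. Free peptide defines full inhibition; unlabelled decapeptide titrated as control.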
HBB splice mod – alters splicing of the hemoglobin beta chain; HBB splicing reporter cell assay, activation; EGFP reporter with mutant IVS2-654 intron; response scale: normalised to 500 nM splice-correcting PNA; Potency, µM (titrated, usually from 46.1 µM), for inactives: at the highest dose activation, most hits filed as activators; 65,000 tested, 0.06% active; note: potency is the fitted concentration of half-maximal effect; 0% is about no effect
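Compounds were applied for 2 days to HeLa EGFP-654 cells, 500/well in Optimem with 2% FCS. The reporter's EGFP is disrupted by mis-splicing of beta-globin intron IVS2-654. Readout: summed well GFP fluorescence from 488 nm laser scanning; reference was 500 nM antisense […] 654 PNA.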
* hit, by the source's call; ? = inconclusive; / = no result given; [ ] = remark or other dose. Unless noted, calls come from the whole dose curve; as a rule, active = well fitted curve in the direction sought with a large enough effect; inconclusive = small, poorly fitted or top-dose-only effect, or another doubt; inactive = no such curve, though single readings can be large; an effect the other way counts as inactive or inconclusive.

SMILES	BRCT PPI green	DNA Pol III inh	Hsp90 Hop PPI	GFP derepression	HADH2 inh	CRE Fsk mod	USP2a inhib	Ub-GFP proteasome	15-hLO inh	BRCT PPI red	HBB splice mod
Cc1ccc(S(=O)(=O)N2CCN(CCO)CC2)cc1-c1nnc2c3ccccc3c(C)nn12	-0.6%	-5.6%	-1.8%	0.0%	0.7%	?	15.3%	0.0%	-8.6%	-0.4%	1.6%[57.5 µM]
CC1=C(C(N)=O)C(c2ccccn2)n2nc(SCc3ccccc3Cl)nc2N1 (configuration not stated)	-2.3%	4.3%	-16.9%	-0.1%	4.0%	0.9%	8.8%	1.4%	-3.3%	-0.3%	-0.5%
Oc1ccc(N=Cc2ccc(O)c(O)c2)cc1	-2.2%	-24.6%	-28.9%	7.5%	3.16µM*	?	1.9%	-1.6%	12.6µM*	-1.5%	-6.4%
CCCn1c(C)nc2c(NCCCN(C)C)nc(C)nc21	0.6%	-3.6%	-0.4%	/	-1.2%	1.9%	/	-4.2%	7.5%	0.3%	0.5%
Cn1c(=O)c2c(nc(CN3CCN(Cc4ccccc4)CC3)n2Cc2ccccc2)n(C)c1=O	2.4%	-1.0%	-12.5%	/	?	14.1%	/	-3.3%	20µM*	0.3%	-0.7%
CC(=O)OC[C@@H]1O[C@@H](O/N=C2/C[C@@H](O)[C@@H](O)[C@@H]3[C@@H]4C(=O)N(c5cccc(Oc6ccccc6)c5)C(=O)[C@H]4CC[C@@H]23)[C@H](OC(C)=O)[C@H](OC(C)=O)[C@@H]1OC(C)=O	-0.8%[15.4 µM]	/	/	/	0.2%[11.4 µM]	/	/	/	1.3%[11.4 µM]	-0.9%[15.4 µM]	2.4%[9.22 µM]
Cc1cccc(N(C2C=CS(=O)(=O)C2)S(=O)(=O)c2ccccc2)c1 (configuration not stated)	-2.0%	-4.2%	0.8%	0.4%	4.6%	-6.1%	-0.8%	2.4%	5.8%	1.4%	0.9%
O=C(COc1ccc(Cl)cc1)N1CCN(C(=O)c2cccc(F)c2)CC1	-0.2%	-5.5%	-2.7%	1.6%	10.4%	-22.7%	10.9%	5.8%	-1.7%	0.2%	3.5%
O=C(Nc1cc(C(F)(F)F)ccc1N1CCCCC1)c1ccco1	-0.9%	6.5%	6.6%	-0.4%	-7.2%	14.8%	-8.9%	9.2%	0.6%	-0.1%	-0.7%
O=S(=O)(NCc1cccs1)c1cccc(S(=O)(=O)N2CCCCC2)c1	1.1%	-4.3%	-0.7%	0.0%	-4.3%	-6.3%	/	5.2%	-18.2%	-1.2%	-0.3%[57.5 µM]
CC(=O)N1CCc2cc(S(=O)(=O)NCCC(=O)Nc3cccc(C)c3)ccc21	-1.4%	3.6%	0.2%	0.0%	4.4%	-1.4%	6.5%	-11.0%	-1.3%	-1.3%	-1.0%
CCn1c(SCC(=O)Nc2cccc(OC)c2)nnc1-c1ccc(Cl)cc1	-1.5%	-4.2%	0.5%	-1.0%	11.9%	0.4%	10.3%	6.7%	-3.9%	7.1%	2.5%

As entered above:
Entry of `CCCn1c(C)nc2c(NCCCN(C)C)nc(C)nc21` under BRCT PPI red: 0.3%
Entry of `CC(=O)N1CCc2cc(S(=O)(=O)NCCC(=O)Nc3cccc(C)c3)ccc21` under DNA Pol III inh: 3.6%

Other structures:
SMILES	BRCT PPI green	DNA Pol III inh	Hsp90 Hop PPI	GFP derepression	HADH2 inh	CRE Fsk mod	USP2a inhib	Ub-GFP proteasome	15-hLO inh	BRCT PPI red	HBB splice mod
CCn1c(SCC(=O)Nc2cc(C)on2)nnc1-c1cccnc1	-0.7%	-0.1%	4.3%	1.3%	0.2%	11.4%	-2.0%	2.6%	1.6%	-1.8%	/
Cn1cc(-c2nc3cnc(N4CCOCC4)nc3n(CCC#N)c2=O)c2ccccc21	8.7%	-7.5%	-6.9%	2.4%[9.22 µM]	-5.0%	?	37.8%[activator]	1.1%	10.1%	1.1%	4.6%
O=S(=O)(c1ccc2ccccc2c1)n1cnc2ccccc21	2.4%	-3.5%	27.1%	3.9%	3.9%	-4.1%	?	-2.2%	-15.8%	-0.4%	/
CNC(=O)C1(CC(C)C)C=CCN1C(C)=O (configuration not stated)	-2.2%	-3.4%	-0.3%	/	13.9%	-5.0%	/	/	7.7%	-0.7%	-0.5%
COc1ccc(NC(=O)c2cnc3sccn3c2=O)cc1OC	-0.6%	-4.5%	-1.0%	/	4.8%	12.1%	/	-11.1%	3.4%	-0.6%	-1.0%
CCN(CC)CCCN1C(=O)C(O)=C(C(=O)c2sc(C)nc2C)C1c1ccc(C)o1 (configuration not stated)	-0.4%	-3.3%	-3.5%	0.0%	4.7%	-3.7%	-2.7%	0.9%	-3.5%	1.7%	2.0%[57.5 µM]
O=C(Cn1ncc2c(=O)oc3ccccc3c21)N1CCC(N2CCCCC2)CC1	-2.1%	-0.1%	-3.7%[2.3 µM]	/	-2.0%	5.0%	/	-9.8%	-3.1%	-0.7%	0.1%
NC(=O)C1CCN(C(=O)CCCCCn2c(=O)[nH]c3ccsc3c2=O)CC1	-0.9%	0.1%	-1.4%	0.0%	1.9%	?	-4.4%	0.0%	0.1%	-0.5%	-2.4%
CC(=O)OCCn1c(Br)nc2c1c(=O)[nH]c(=O)n2C	-5.8%	-1.0%	0.7%	-2.2%	-1.3%	11.2%	-0.2%	-3.3%	6.5%	-2.3%	/
O=C1CCc2cc(S(=O)(=O)N3CCC(C(=O)NCc4ccccc4Cl)CC3)ccc2N1	-0.8%	2.9%	-2.4%	2.3%	6.3%	-13.4%	/	-4.8%	-10.6%	0.1%	-0.7%
CCOc1cc2[nH]c(=O)n(Cc3ccc(C(=O)NCCOC)cc3)c(=O)c2cc1OCC	1.3%	-6.2%	-4.3%[2.3 µM]	/	30.0%[activator]	8.5%	/	-2.0%	-11.6%	1.9%	0.6%
CC(C)N1CCc2c(sc(NC(=O)c3ccc(S(=O)(=O)N4CCOCC4)cc3)c2C#N)C1	27.4%	6.4%	0.6%	/	-15.0%	8.1%	/	-3.3%	?	-1.1%	4.1%
COC(=O)CCC(NC(=O)OCc1ccccc1)C(=O)NC(CC(C)C)C(=O)OC (configuration not stated)	-1.7%	-1.0%	-0.1%	-2.8%	-0.6%	?	6.8%	-7.4%	-9.7%	0.7%	-3.2%
CN1CCN(CCC(=O)Nc2ccc(F)c(F)c2)CC1	-6.0%	-7.7%	-0.2%	1.9%	2.1%	-0.2%	4.7%	?	3.1%	-0.8%	-1.0%
Cc1ccccc1NC(=O)c1nc[nH]c1C(=O)NCc1ccccc1	-1.3%	2.6%	-5.5%	5.4%	2.5%	12.6µM*	8.6%	0.0%	22.6%	0.1%	-1.6%
Cc1cccc(C)c1NC(=O)N1CCC(N2CCCCC2)CC1	0.1%	1.6%	-2.1%	0.0%	-6.2%	-5.9%	-5.4%	-0.5%	3.5%	-0.9%	-0.4%
CCOC(=O)C1CCCN(S(=O)(=O)c2ccc(OC)c3ccccc23)C1 (configuration not stated)	3.2%	-0.9%	0.5%	0.0%	-1.7%	1.3%	0.6%	-3.2%	-15.8%	-1.1%	-0.7%
Cc1ccc(-n2nc3c(c2NC(=O)c2ccc4c(c2)OCO4)CSC3)c(C)c1	-1.6%	-4.2%	-4.8%	4.3%	-22.5%	-6.6%	9.9%	-1.7%	-12.0%	1.1%	-0.8%[0.369 µM]
O=C(Cn1[nH]c(=O)c2ccccc2c1=O)Nc1cccc(-c2nnc3n2CCCCC3)c1	0.1%	-6.6%	-4.9%	1.3%	-0.7%	?	28.9%	-0.8%	-7.5%	0.6%	-0.2%
Cn1c(COc2ccccc2)nnc1SCCSc1nnc(COc2ccccc2)n1C	-2.3%	-0.1%	-0.1%	-1.9%	27.7%	4.2%	6.1%	-3.4%	7.9%	-0.1%	/
O=C(Nc1ccc(NC(=O)C2CCCN2C(=O)OCc2ccccc2)cc1)c1ccco1 (configuration not stated)	-0.1%	6.4%	-2.7%	4.4%	30.1%[activator]	-0.3%	-6.0%	1.4%	0.3%	0.2%	-0.7%

These rows are one share of the data; count on the stated rates, not on these rows.
